High-throughput results as filed in PubChem.
Growth percent in the NCI-60 one-dose screen (48 h, 10 µM unless noted): 100 = growth as untreated, 0 = no growth, -100 = all killed.
HL-60(TB) – HL-60(TB) leukemia cells | AID 1794776 | 78,000 tested, 9% active; active = growth percent below 10
* = called active by the depositor; & = joins results of further samples; [ ] = remark or other dose.

SMILES	HL-60(TB)
Cc1ccc(/C=C/C2=NN(c3ccc(Cl)cc3)C(c3ccc(C)o3)C2)o1 (stereo unspecified)	102
C#CCOc1ccc(C(Nc2ccc(Br)cc2)c2nnnn2C2CCCCC2)cc1OC (stereo unspecified)	93
CSC(=S)N/N=C/c1coc2ccccc2c1=O	101
C/C(CC(C)C)=N/Nc1nc(C)cc(=O)[nH]1	119
CC(=O)Nc1cccc2c1Cc1cc([N+](=O)[O-])ccc1-2	73
O=C(CC(CC(=O)c1ccccc1)c1ccccc1O)c1ccccc1	97
O=C(O)C(O)C(O)C1[O][Sb]([c]2ccc([N+](=O)[O-])cc2)[O]C1CO (stereo unspecified)	93
Cc1ccccc1C1CC(=O)c2ccccc2C1C (stereo unspecified)	99
O=C(c1ccccc1)c1c(-c2ccccc2)oc2c1CNC1C=C(Cl)C=CC21 (stereo unspecified)	92
C#CCNC(=O)[C@]12CC[C@@H](C(=C)C)[C@@H]1[C@H]1CC[C@@H]3[C@@]4(C)Cc5c([nH]c6ccccc56)C(C)(C)[C@@H]4CC[C@@]3(C)[C@]1(C)CC2	77
O=C1c2cc(F)ccc2Oc2cc([N+](=O)[O-])ccc2N1c1ccc(F)cc1F	89
NCCC(=O)NO	71
COc1ccc(SSc2ccc(OC)cc2C(=O)O)c(C(=O)O)c1	90
Cn1cc(-c2noc(-c3cn(C)c4ncc(F)cc34)n2)c2cc(Cl)ccc21	83
O=c1cc(COc2ccc(N=Cc3ccccn3)cc2)c2cc(F)ccc2o1	78
COc1ccc2c(c1)O/C(=C/c1ccc(OCC(=O)Nc3ccncc3)c(OC)c1)C2=O	90
O=C1C(c2ccccc2)C2C=CC(C2)N1O (stereo unspecified)	93
CCn1cc(C2=C(c3cccc4ccccc34)C(=O)NC2=O)c2cc(Br)ccc21	106
Cc1cccc(NC(=O)c2ccccc2C(=O)O)c1	82
COC(=O)/C=C1/SC(N2N=C(c3cccs3)CC2c2ccc(F)cc2)=NC1=O (stereo unspecified)	-8.0*
OCCN(CCO)c1ccc2ccccc2c1	88
CCCCNS(=O)(=O)c1ccc(OC)c(N)c1	114
CN(C)C(=S)SCC(N)=O	79
O=C(c1cc2cccnc2n1-c1cc(F)c(Cl)c(F)c1)N1CC(F)C1	100
O=C1NN=C(c2ccc(Cl)cc2)CC12CCCCC2	96

Three of the compounds above, with each value named.
mol: O=C(CC(CC(=O)c1ccccc1)c1ccccc1O)c1ccccc1
- HL-60(TB): 97

mol: O=C(O)C(O)C(O)C1[O][Sb]([c]2ccc([N+](=O)[O-])cc2)[O]C1CO (stereo unspecified)
- HL-60(TB): 93

mol: Cc1ccccc1C1CC(=O)c2ccccc2C1C (stereo unspecified)
- HL-60(TB): 99

Other compounds
SMILES	HL-60(TB)
CC(=O)Nc1cc(C(c2ccccc2)c2ccccc2)cc(C(c2ccccc2)c2ccccc2)c1C	53
CC(C)C(C)(NC(=O)c1ccccc1)C(=O)O (stereo unspecified)	106
COc1ccc(/C=C/C(=O)c2cccc(NC(=O)CSc3nc4ccccc4c(=O)n3-c3ccccc3)c2)cc1OC	99
CCCCCC[C@@H](O)C/C=C\CCCCCCCC(=O)OC	107
O=C1/C(=C/c2ccc(F)c(F)c2)CN(C(=O)C(Cl)Cl)C/C1=C\c1ccc(F)c(F)c1	-47*
Cc1ccc(Sc2oc(-c3ccccc3)nc2C(=O)O)cc1	100
c1csc(C(CC2CCCCC2)c2ccc3ccccc3c2)c1 (stereo unspecified)	102
O=C(c1ccc(O)cc1)[C@@H]1[C@@H]2CCCN2[C@@]2(C(=O)Nc3ccccc32)[C@H]1c1ccc(F)cc1	93
CNC(=O)C1COc2ccccc2O1 (stereo unspecified)	99
Nc1ccc(-c2nnc3n2N=CC(c2ccc(Cl)cc2)S3)cc1 (stereo unspecified)	113
Cc1ccc(C2CC(C(F)(F)F)n3nc(C(=O)N4CCN(C(c5ccccc5)c5ccccc5)CC4)cc3N2)cc1 (stereo unspecified)	74
O=C(Nc1ccc(Cl)cc1)OCCSc1nc2ccccc2s1	106
Cc1c([N+](=O)[O-])cc(I)c(N)c1I	77
CN1C(=O)C(Cc2ccccc2)C(=O)N(C)C1=O	73
O=C(CNC(=O)OCc1ccccc1)NC1(C(=O)O)CCCC1	95
CCOC(=O)C1=c2[nH]c(O)c(C(=O)OCC)c2=NC1=O	92
C/C(=N\O)C(C)(C)O	106
O=C(Nc1ccccc1C(=O)O)c1cc([N+](=O)[O-])cc([N+](=O)[O-])c1	61
CC(C)(C)n1cc(-c2ccnc(NCCCNS(=O)(=O)c3cccc(F)c3)c2)c(-c2cccc(O)c2)n1	35
COc1cccc(C(=O)N2CCc3ccccc32)c1OC	117
O=c1c2ccccc2oc2cc(Br)ccc12	95
COc1ccc(CN2[C@@H](CC(C)C)C=C[C@H](CC(C)C)N(Cc3ccccc3)S2(=O)=O)cc1	93[5 µM]
CC1=C(C)C(=O)C(N2CCSCC2)=CC1=O	89
COc1ccc(NC(=O)C2c3ccccc3C(=O)N(CC(C)C)C2c2cccs2)cc1Cl (stereo unspecified)	97
Nc1c(C(=O)Nc2ccccc2)sc2ncc(Br)cc12	95

Looked up above:
CC(C)C(C)(NC(=O)c1ccccc1)C(=O)O (stereo unspecified) in HL-60(TB) reads 106
O=C(CNC(=O)OCc1ccccc1)NC1(C(=O)O)CCCC1 in HL-60(TB) reads 95

Part of the list above, field by field.
Cc1c([N+](=O)[O-])cc(I)c(N)c1I
  HL-60(TB): 77

CN1C(=O)C(Cc2ccccc2)C(=O)N(C)C1=O
  HL-60(TB): 73

O=C(CNC(=O)OCc1ccccc1)NC1(C(=O)O)CCCC1
  HL-60(TB): 95

CCOC(=O)C1=c2[nH]c(O)c(C(=O)OCC)c2=NC1=O
  HL-60(TB): 92

Carrying on:
SMILES	HL-60(TB)
CCOc1ccc(-n2c(-c3cc(OC)c(OC)c(OC)c3)nnc2-c2ccc(OC)cc2N)cc1	29
c1ccc(-c2nc3sccn3c2CCCN2CCOCC2)cc1	94
O=C(c1ccccc1)c1ccc(Sc2ccc([N+](=O)[O-])cc2)cc1	73
COC(=O)C1CN1/C(C)=N/N=C1\C(=O)Nc2ccccc21 (stereo unspecified)	97
COc1cccc(-c2nn(C(C)(C)C)cc2-c2ccnc(NCCCNS(=O)(=O)c3ccc(Cl)cc3)c2)c1	94&101
NC(N)=N/N=C/c1ccccc1O	137
NC(=O)c1ccccc1OCC(O)CO (stereo unspecified)	108
O=C1NC(=O)C2(CCCCCC2)N1	116&82
Oc1ccccc1-c1nnc(Nc2ccc(C(F)(F)F)cc2)o1	69
FC(F)(F)c1c(-c2nnnn2-c2ccc(Cl)cc2)cnn1-c1ccccn1	82
O=c1[nH]cc([N+](=O)[O-])c(=O)[nH]1	99
Cc1cccc(-c2nnc(Cn3cc(-c4ccccc4)nn3)o2)c1	100
NC1(C(=O)O)CCCCC1c1ccccc1 (stereo unspecified)	93
COc1cc(C(=O)c2cc(C(C)=O)c3c(C)cccn23)cc(OC)c1OC	89
O=C([C@H]1C[C@H]1c1ccc(S(F)(F)(F)(F)F)cc1)N1CCN(c2cc(Cl)ccc2C(F)(F)F)CC1	84
CNc1nc(NC)c2cn[nH]c2n1	103
CCCCC1COc2cccc3c2N1C=C/C3=C\C(=O)N(C)Cc1ccccc1 (stereo unspecified)	96
CC(C)OP(=O)(OC(C)C)/C(C#N)=C/c1c(-c2ccccc2)[nH]c2ccccc12	64
N#CCCN(CCC#N)c1ccccc1	92
CC(=O)N1N=C(c2ccc(F)cc2)CC1c1c(C)nn(-c2ccccc2)c1N(C)Cc1ccccc1 (stereo unspecified)	91
O=C(O)c1ccc2cc(C(=O)O)ccc2c1	103
CC(C)[C@H](NC(=O)[C@H]1CCCCN1C)C(=O)N(C)[C@H](CC(=O)c1nc(C(=O)N[C@@H](Cc2ccccc2)C[C@H](C)C(=O)O)cs1)C(C)C	79
COc1cc(CN(c2ccc(Cl)cc2)C2OC(=O)c3ccccc32)cc(OC)c1OC (stereo unspecified)	22
O=C(O)C1(C(=O)O)CC=CC1	105
O=C1/C(=C\c2cccn2Cc2ccc(F)cc2)c2ccccc2N1c1c(Cl)cccc1Cl	96
The results go on:
SMILES	HL-60(TB)
Fc1ccc(CNc2nc(-c3cccnc3)nc3c2sc(=S)n3-c2ccc(F)cc2)cc1	80
N#Cc1c(N)nc2c(-c3nc4ccccc4s3)c(Nc3ccccc3)sc2c1N	72
CNC(=O)c1c(NC(=O)c2ccccc2C(F)(F)F)sc2c1CCC(=O)C2	-10*
CCCCCCCCCC(=O)OCC	95
Cc1ccc(CC2(c3ccccc3)NC(=O)NC2=O)cc1 (stereo unspecified)	84
O=C(Cn1cc(CN2C(=O)c3ccccc3S2(=O)=O)nn1)Nc1ccccc1	99
CC(=O)c1ccc(Nc2nc(SCC(C)C)nc(-c3ccccc3)c2C#N)cc1	101
CC(=O)CN(C(C)=O)c1ccccc1	100
CC(C)(O)c1cccc(F)c1	71
O=S(=O)(c1ncsc1-c1ccccc1)N1CCCCC1	95
CSc1ccc(NCc2cn(-c3ccc(C(F)(F)F)cc3)nc2-c2ccc(C(=O)O)cc2)cc1	111
C#CCN(C)CCCOc1ccc(NC(=O)CCCCCCCC(=O)NO)cc1Cl	89
CN(C)S(=O)(=O)c1cccc(NC(=O)COC(=O)CCOc2ccccc2)c1	98
Fc1ccc2c(c1)nc(-c1nnc(-c3cnccn3)o1)c1cccn12	86
CCOC(=O)CC1CSC(N/N=C/c2cccc([N+](=O)[O-])c2)=N1 (stereo unspecified)	104
COc1cccc(-c2c(C#N)c(N)nc3[nH]c(=S)[nH]c(=O)c23)c1	122
COc1cccc(OC)c1C#N	94
O=C(Nc1ccc(-c2nc(N3CCOCC3)c3cccn3n2)cc1)Nc1cccnc1	12
Nc1nc(Cl)nc(Cl)n1	99
O=C1NN(C(=O)c2ccccc2)C(c2ccc(Cl)c(Cl)c2)=C/C1=C\c1ccccc1[N+](=O)[O-]	13[6.75 µM]
Fc1ccc(-c2cn3c(nc4ccccc43)c(-c3ccccc3)n2)cc1	100
COc1cc(Cc2nn3cc(-c4ccccc4)nc3s2)cc(OC)c1OC	92
O=C1Nc2cc(-c3ccc(O)cc3)ccc2/C1=C/c1ccc[nH]1	-8.1*
O=C(CCCCCNC1=CC(=O)c2ccccc2C1=O)NCCC[Se]c1ccccc1	66
COc1cc(CN(CCC(=O)c2ccc(Cl)cc2)Cc2ccccc2)cc(OC)c1OC	85
Carrying on:
SMILES	HL-60(TB)
CCOC=Nc1nc2c(N=Nc3ccc(OC)cc3)c(N)nn2c(-c2ccc(OC)c(OC)c2)c1C#N	78
CCCCNNC(=O)c1ccc(-c2cccc(F)c2F)cc1	28
Cc1nc2ccccc2c(/C=C/c2ccc(F)cc2)c1C(N)=O	81
Oc1cc(N2CC2)c(O)cc1N1CC1	16
C(=N/N=C1c2ccccc2-c2ccccc21)/c1c[nH]c2ccccc12	86
O=C1CC(n2c(O)c(C=Nc3cccnc3)sc2=S)C(=O)N1c1cccnc1 (stereo unspecified)	99
CCCCCCNC(=O)n1cc(F)c(=O)[nH]c1=O	72
NC(N)=N/N=C(/c1ccccc1)c1ccc(Cl)cc1	105
c1csc(-c2cn3nc(-c4c[nH]c5ccccc45)sc3n2)c1	7.1*
COc1ccc(-c2cc(NC(=O)Nc3ccc4ncsc4c3)no2)cc1	91
O=c1cc2oc3cc(O)c(O)cc3c(-c3ccccc3O)c-2cc1O	103
COc1ccc(-c2csc(N=Nc3c(O)[nH]c4ccc(OC)cc34)n2)cc1	91
CC(OCCCl)OCc1ccc2c(c1)OCO2 (stereo unspecified)	104
O=C(/C=C/Nc1cc(-c2ccccc2)nn1-c1ccccc1)c1ccc(Cl)cc1	76
CN1CCN(Cc2ccc(NC(=O)c3cncc(C#Cc4cnc5ccc(OC6CCOCC6)nn45)c3)cc2C(F)(F)F)CC1	-44*
COc1ccc(NC(=O)CSc2nnc(-c3cccs3)n2-c2ccccc2)cc1	98
CC1(C)CC(=O)c2cc3c(N)c(C(=O)NCc4ccccc4)sc3nc2C1	121
O=C(O)c1ccsc1Cc1cccs1	94
O=C1c2ccccc2C(=O)N1CCP(=O)(c1ccccc1)c1ccccc1	69
O/N=C(\CSc1nnc(-c2c[nH]c3ccccc23)n1-c1ccccc1)c1ccc(Br)cc1	-36*
COc1ccc(CNC(=O)[C@H](O)[C@@H](N)Cc2ccccc2)cc1	102
O=C(Nc1ccc(OS(=O)(=O)c2ccc(C(F)(F)F)cc2)cc1)C1CCCCCC1	87
Cc1c(Nc2nnc(SCC(=O)Nc3sc4c(c3C#N)CCCC4)s2)c(=O)n(-c2ccccc2)n1C	108
C=C[C@H]1CN2CC[C@H]1C[C@@H]2[C@H](O)c1ccnc2ccccc12	100
CCOC(=O)C(CCN(C)C)c1ccccc1 (stereo unspecified)	89
O=S(=O)(NS(=O)(=O)c1ccccc1)c1ccccc1	99
CS(=O)(=O)Nc1ccc(C(=O)NCc2ccc(N3CCOCC3)cc2)cc1	92
CCCOC(=O)O[C@H]1CC[C@@]2(C)C(=CC[C@H]3[C@@H]4CC[C@H]([C@H](C)CCCC(C)C)[C@@]4(C)CC[C@@H]32)C1	94
OCCCCC(c1ccc(O)cc1)c1ccc(O)cc1	95

These rows are one share of the data (hit frequency here may not be typical).
